# Assay outcomes: PubChem, several laboratories
# FAS-TE inh – inhibitors of human fatty acid synthase thioesterase domain; P49327; recombinant FAS-TE, OMFH fluorogenic substrate, fluorescence endpoint; inhibition, % at 15 µM; hit rate 0.67% among 360,000; AID 602261;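 active = compounds whose normalised, plate-corrected inhibition of enzyme fluorescence in the single-dose primary screen is 50% or more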;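 note: 0% = DMSO with enzyme and 100% = substrate without enzyme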
# SKN-1 block – blocks SKN-1 activity in C. elegans; C. elegans VP596 Pgst-4::GFP/RFP ratio, acrylamide-induced, 24 h; inhibition, % at 21.8 µM; hit rate 0.49% among 360,000; AID 624304;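 active = interference check ratio from 0.5 to 1.5 plus GFP to RFP signal ratio inhibition reaching or exceeding a fixed threshold, cut at about 30% in these data, passing the limit was not always enough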; note: some compounds called inactive have numbers as strong as hits
# eLon inh – E. coli protease La inhibition. P0A9M0. purified E. coli Lon protease, fluorescence polarization. inhibition, % at 7.94 µM. hit rate 0.42% among 360,000. AID 602123; in the data active = inhibition above about 13%, passing the limit was not always enough;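 note: 0% = enzyme with probe and DMSO and 100% = no enzyme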
# MT1-MMP act inh – MT1-MMP (human) activation inhibition; HT1080 RFP-PRO-GFP cells, GFP/RFP ratio fluorescence, overnight; percent of plate control window, DMSO zero; GFP/RFP ratio change, % at 20 µM; hit rate 0.061% among 360,000; AID 651647;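 active = GFP/RFP ratio change of at least 30% with cell ATP level not reduced by more than half and red fluorescence within 50% of control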; note: strong numbers were not always called active
#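 Material – HT1080 RFP-PRO-GFP cells · Control set – DMSO wells and RFP-L50D-GFP cells · Incubation – overnight cell settling, then overnight compound exposure, 37 °C, 5% CO2 · Compound dosing – single-point 20 µM compound, 1% DMSO · Read-out – GFP/RFP fluorescence ratio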
# Rin1 Abl inh – inhibitors of human Rin1-Abl protein interaction. hit rate 0.4% among 360,000. inhibition, % at 7.35 µM. TR-FRET Rin1/Abl binding, biochemical; in the data active = inhibition above about 5%, passing the limit was not always enough
# NRP1-CendR mod – modulators of CendR peptide binding to human neuropilin-1 | O14786 | FAM-RPARPAR peptide binding to NRP-1, fluorescence polarization | inhibition, % at 25 µM | hit rate 0.85% among 360,000;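 active = inhibition or corrected inhibition above about 18%, plus a signal ratio from 0.5 to 1.5, limit read from the data, passing the limit was not always enough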; note: strong numbers were not always called active
# Neddyl block – cullin neddylation inhibition. hit rate 0.58% among 360,000. P61081+Q13564. TR-FRET cullin neddylation, biochemical. calls only at 25 µM; in the data active = inhibition above about 36%
# Target sequence (P61081 whole entry, looked up): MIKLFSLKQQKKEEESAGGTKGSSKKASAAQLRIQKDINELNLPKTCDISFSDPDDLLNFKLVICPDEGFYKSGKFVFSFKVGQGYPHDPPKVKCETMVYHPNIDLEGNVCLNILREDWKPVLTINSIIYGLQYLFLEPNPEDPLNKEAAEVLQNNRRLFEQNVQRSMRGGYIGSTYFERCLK
# Target sequence (Q13564 whole entry, looked up): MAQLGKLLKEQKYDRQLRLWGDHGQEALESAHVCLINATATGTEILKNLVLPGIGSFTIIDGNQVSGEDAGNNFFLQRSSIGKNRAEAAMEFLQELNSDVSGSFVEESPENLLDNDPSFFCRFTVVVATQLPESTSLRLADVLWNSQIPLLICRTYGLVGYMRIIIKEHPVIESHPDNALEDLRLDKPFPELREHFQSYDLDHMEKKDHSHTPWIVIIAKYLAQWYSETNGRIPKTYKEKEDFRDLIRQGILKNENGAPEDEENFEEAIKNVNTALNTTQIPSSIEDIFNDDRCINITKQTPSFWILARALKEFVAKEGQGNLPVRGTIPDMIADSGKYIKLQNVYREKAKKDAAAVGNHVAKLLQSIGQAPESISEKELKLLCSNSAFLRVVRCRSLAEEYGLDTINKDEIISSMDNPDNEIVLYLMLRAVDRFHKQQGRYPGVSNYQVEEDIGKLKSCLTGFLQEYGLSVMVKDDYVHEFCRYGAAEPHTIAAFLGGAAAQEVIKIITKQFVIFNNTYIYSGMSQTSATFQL
# MsrA inhibitor – inhibitors of bovine MsrA; purified bovine MsrA, absorbance read-out; inhibition, % at 15.5 µM; hit rate 0.75% among 360,000; in the data active = inhibition above about 4.5%;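 note: 0% = vehicle wells with enzyme and 100% = reference inhibitor wells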
# MsrA act – activates bovine MsrA enzyme; purified bovine MsrA, absorbance read-out; hit rate 0.3% among 360,000; activation, % at 10.6 µM; in the data active = activation above about 7.5%;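 note: 0% = vehicle and 100% = reference activator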
# Numbers without * were called inactive; i = inactive; . = no result given. Rows are unselected; any-hit rate near 4.2%.
SMILES,FAS-TE inh,SKN-1 block,eLon inh,MT1-MMP act inh,Rin1 Abl inh,NRP1-CendR mod,Neddyl block,MsrA inhibitor,MsrA act
Nc1c(N(Cc2ccccc2)C(=O)COc2cccc(Cl)c2)c(=O)[nH]c(=O)n1Cc1ccccc1,2,7,3,-4,0,0,i,-0.9,-4
CN1C(=O)C2(Nc3ccccc3-c3nc4ccccc4n32)c2ccccc21 (centres undefined),-1,0,-3,-1,-2,-18,i,-0.5,-3
COc1ccc(CNC(=O)C2CCN(c3nc(OC)nc(OC)n3)CC2)cc1,-2,2,13,6,0,3,i,0.5,-2
COCCn1c(=O)[nH]c2cc(C(=O)NCCc3ccc(S(N)(=O)=O)cc3)ccc2c1=O,-6,3,-9,-1,4,6,i,0.8,-4
O=C(COC(=O)c1cccs1)NCCCc1ccccc1,0,9,7,0,-6,-12,i,-0.8,-1
CN/C(=C\[N+](=O)[O-])NCCSCc1ccc(CN(C)C)o1,-4,-3,-6,3,-1,0,i,-0.4,-10
CCOC(=O)Cc1c(Sc2ccccc2)c2cc(C)ccc2n1C,19,17,-5,-3,2,2,i,1.2,-2
COc1ccc(C(O)c2ncc(-c3cccc(OC)c3)[nH]2)cc1 (centres undefined),-7,9,-18,5,-5,3,i,1.1,-3
C=CCn1c(SCc2nc3ccccc3c(=O)[nH]2)nc2ccccc2c1=O,5,18,4,-8,4,-1,i,0.0,-3
Cc1ccccc1N1C(=O)C2C3C=CC(C2C1=O)N(C)C3=O (centres undefined),-3,12,5,0,-1,-1,i,-0.8,0
CCN(Cc1ccncc1)Cc1c(O)ccc2ccccc12,-1,0,-2,-2,-3,8,i,0.2,-1
O=C(NCc1n[nH]c(=S)n1-c1ccc(Cl)c(Cl)c1)c1ccco1,-6,-1,-3,2,3,4,i,0.8,-2
COC(=O)c1c(-c2ccccc2)csc1NC(=O)c1c(-c2ccccc2)noc1C,26,9,1,-10,2,-7,i,0.7,-6
CC(C)c1nc2c([nH]1)c(=O)n(C)c(=O)n2C,-6,10,1,3,-2,5,i,-1.2,-1
CC(=O)Nc1c(Nc2ccccc2)c2ccccc2oc1=O,-6,-13,-2,3,0,12,i,4.3,-6
Oc1ccccc1CN1CCCN(Cc2ccccc2O)C1,-3,-1,-7,9,2,3,i,0.9,-1
O=C(NNC(=S)Nc1ccccc1)c1cc(Br)ccc1Cl,-3,-10,-5,4,2,17,i,-0.6,-3
COc1cc(/C=N/NC(=O)C2CCN(CC(O)COCc3ccccc3)CC2)cc(OC)c1OC (centres undefined),-4,3,-4,3,-4,3,i,0.9,-4
COCCn1c(SCc2ccc(F)cc2)nc2ccccc2c1=O,11,-6,-8,1,0,10,i,-0.2,-5
Cc1cccc(-c2ncc(CN3CCN(CC(C)C)C(CCO)C3)cn2)c1 (centres undefined),-2,-19,4,5,3,-21,i,1.3,-5
FC(F)(F)c1cccc(NC(=S)N2CCCC2)c1,-6,1,-3,0,1,17,i,.,0
COCCCN1C(=O)C(CC(=O)NC2CCCCC2)CC(C(=O)N2CCCCCC2)=C1C (centres undefined),-4,0,-2,4,.,-22,i,-1.0,0
Cc1nc(Nc2ccccc2)sc1C(=O)c1ccccc1,20,-6,4,-5,-1,-3,i,2.1,-2
O=C(Nc1cccnc1)c1ccc(COc2ccccc2Br)cc1,12,18,14,-6,1,0,i,0.5,-2

# Structural class, the entries above with fluorine
SMILES,FAS-TE inh,SKN-1 block,eLon inh,MT1-MMP act inh,Rin1 Abl inh,NRP1-CendR mod,Neddyl block,MsrA inhibitor,MsrA act
COCCn1c(SCc2ccc(F)cc2)nc2ccccc2c1=O,11,-6,-8,1,0,10,i,-0.2,-5
FC(F)(F)c1cccc(NC(=S)N2CCCC2)c1,-6,1,-3,0,1,17,i,.,0

# New compounds follow
SMILES,FAS-TE inh,SKN-1 block,eLon inh,MT1-MMP act inh,Rin1 Abl inh,NRP1-CendR mod,Neddyl block,MsrA inhibitor,MsrA act
CCN(Cc1ccccc1OC)CC1CCCN(CCc2cccc(OC)c2)C1 (centres undefined),-5,9,-5,-3,0,0,i,0.1,-2
Cc1cccc(N2CCN(C(=O)c3cccc(N4C(=O)C5C6C=CC(C6)C5C4=O)c3)CC2C)c1 (centres undefined),0,2,5,-2,5,7,i,-0.5,-4
CO/N=C(\N)c1nonc1N,-9,15,-8,-1,3,-4,i,-0.4,-3
Cc1cccc(NC(=O)CNC(=O)CCNC(=O)c2ccc(C(C)(C)C)cc2)c1C,3,0,7,2,0,-2,i,0.0,-4
O=C1NC2(CCCCCC2)C(=O)N1Cc1ccccc1Br,6,-1,1,-1,1,2,i,0.7,-2
Cc1cc(/C=N/NC(=O)C(=O)NCc2ccccn2)c(C)n1-c1cccc(Br)c1,-4,-14,-9,5,-6,7,i,1.4,-11
COc1ccccc1NC(=S)Nc1ccc2cn[nH]c2c1,-7,-16,-2,-3,2,10,i,0.9,-2
CC[C@H](C)Cc1cn([C@@H](CCCCN)C(=O)NCCCCCCCCCCC(=O)N2CCNCC2)nn1,-16,-13,-15,-6,-1,11,i,0.4,3
O=C(NNC(=O)c1ccccc1F)c1cccc(S(=O)(=O)N2CCc3ccccc32)c1,4,-2,-2,3,6,-10,i,0.7,-5
COc1cc(/C=N\Nc2nc(-c3ccc(C)cc3)c(NC(C)=O)s2)ccc1O,3,1,6,-2,-2,-1,i,1.9,-5
CC(C)(C)C(=O)CSc1ncnc2c1cnn2-c1ccccc1,7,-5,-6,-1,2,4,i,1.1,-3
COc1cc(C)c(C)cc1S(=O)(=O)NC1CC(C)(C)NC(C)(C)C1,-8,-19,-4,3,3,-4,i,-0.2,-2
COCCn1nnnc1CN(Cc1ccco1)Cc1cc2cc3c(cc2[nH]c1=O)OCO3,-2,10,23*,-7,-5,1,.,2.5,-2
C[C@H](NC(=O)C1CC(=O)N(c2ccc3c(c2)OCCO3)C1)C(=O)NC1CCCC1 (some centres undefined),-6,6,-10,-1,-3,10,i,0.8,-3
Cc1c(C)c2c(C)[nH]nc2oc1=O,-4,-4,-2,10,-1,10,i,0.6,6
O=C(Nc1cccc(O)c1)c1ccc(Br)c(S(=O)(=O)N2CCCCC2)c1,-10,-14,-8,4,1,-12,i,-0.4,-3
Cc1cccc(OCCn2c(NC(=O)c3ccco3)nc3ccccc32)c1,18,13,2,-16,-4,11,i,3.1,-4
COc1ccc2c(c1)CC/C2=N\OC(=O)c1cccc(C)c1,10,6,10,-2,-1,4,i,-0.8,0
O=C(CCn1cccc1)Nc1cccc(F)c1,-5,15,-3,-2,-2,8,i,0.3,2
Cc1ccc(C(=O)OCC(=O)NCc2ccc3c(c2)OCO3)o1,-2,17,0,-1,-1,-6,i,-0.7,-6
O=C(CCc1ccccc1)NC(=S)Nc1ccccc1Br,25,7,-6,0,1,2,i,-0.2,-3
Cc1ccc(-n2c(C)cc(C(=O)OCC(=O)N(C)C3CCS(=O)(=O)C3)c2C)cc1 (centres undefined),-3,-8,-3,3,1,-22,i,1.0,-9
Cc1cc(NC2CCCCC2)nc2ccccc12,2,6,-4,2,-2,8,i,1.1,-3
COc1ccc(OC)c(C(c2nnnn2Cc2ccccc2)N2CCN(C3CCCCC3)CC2)c1 (centres undefined),-3,21,-4,-5,1,6,i,-0.3,-3
Cc1ccc(NC(=O)c2cc(N3C(=O)C=CC3=O)ccc2Cl)cc1C,5,1,-6,-5,1,-6,i,-0.8,-2
COCCn1c(-c2ccco2)nc2nc3ccccc3nc21,-12,2,-28,-39,-3,-3,.,3.0,-4
Cc1ccc(N(CC(=O)N/N=C/c2cccs2)S(C)(=O)=O)cc1,-8,-5,-5,-2,-3,2,i,0.7,2
O=C1CS(=O)(=O)N(Cc2ccccc2F)c2ccc(Br)cc21,-4,14,-10,-1,-1,-11,i,0.3,5
O=C(O)c1ccccc1SC1CC(=O)N(c2ccc3c(c2)OCO3)C1=O (centres undefined),-2,8,7,-12,-2,-4,i,2.5,-4
COc1ccc(CCC(=O)NNC(=S)NCc2ccc(F)cc2)cc1,-2,13,2,-3,0,4,i,-0.7,-2
Cc1ccccc1NC(=O)Nc1nnc(CC(=O)NCc2ccccc2)s1,-22,5,4,0,-4,-2,i,0.8,-7
CCOC(=O)C1(CCc2ccccc2)CCN(Cc2nccn2CC)CC1,-4,-3,-8,-6,0,-3,i,-0.2,-1
CCc1cc(-c2nnc(SCC(=O)NC3CC3)n2C)cs1,-5,-10,-7,-4,-1,0,i,-0.6,-1
Cc1ccc(S(=O)(=O)N2C[C@@H]3[C@H]4CC[C@H](C4)[C@@H]3[C@@H](C)[C@@H]2C2CCCCC2=O)cc1 (some centres undefined),16,3,-2,-1,-2,-1,i,-0.9,-5
O=C(CCc1ccccc1)c1c(O)cc(O)cc1O,4,5,3,-1,1,-9,i,1.6,-2
CC1C(=O)N(Cc2ccc(F)cc2)c2ccccc2N1C(=O)c1c(F)cccc1F (centres undefined),17,17,-3,0,2,-4,i,0.1,0
N/C(Cn1cncn1)=N\OC(=O)c1ccc(Cl)cc1Cl,-12,9,-6,2,4,-11,i,1.4,-5
Cc1ccc(COc2ccc(-c3nnco3)cc2)cc1,14,18,4,-2,-1,4,i,1.1,-1
Cc1ccc(-n2c(Cn3c(C)nc4ccccc43)n[nH]c2=S)cc1,-8,-12,-6,1,4,0,i,0.7,-3
O=C(COc1ccc(-n2cnnn2)cc1)Nc1ccc(F)c(F)c1,3,-4,2,3,-1,3,i,-0.6,-2
Cc1nnc(C)n1/N=C/c1cccc([N+](=O)[O-])c1,0,-3,9,2,-3,0,i,3.5,-2
COc1ccc(C(=O)N2CCN(C3CCCCC3)CC2)c(OC)c1,-7,17,6,4,-2,12,i,-0.1,0
CCn1cc(C(=O)N2CCN(c3ccccc3)CC2)c(=O)c2cc(S(=O)(=O)N3CCOCC3)ccc21,2,-2,-9,1,0,9,i,1.1,-5
CCCS(=O)(=O)n1nc(-c2ccc(OC)cc2OC)cc1N,-6,-12,-7,0,-2,-1,i,-0.1,-3
O=C(Nc1ccc(NC(=O)C2CC2)nc1)c1ccccc1F,-4,16,-4,-1,1,6,i,-1.4,-2
O=C(N/N=C/c1ccccn1)c1cccnc1,-3,1,-5,2,3,5,i,1.6,-2
CN(C)Cc1c(O)ccc2ccccc12,10,7,3,-2,-3,5,i,-0.9,-2
COc1ncc(C2=CC(=O)CC(C)(C)C2)cn1,2,-6,-10,2,0,11,i,-0.6,-4

# eLon inh, entries above that show a hit
SMILES	SKN-1 block	eLon inh	MT1-MMP act inh	Rin1 Abl inh	NRP1-CendR mod	Neddyl block	MsrA inhibitor	MsrA act
COCCn1nnnc1CN(Cc1ccco1)Cc1cc2cc3c(cc2[nH]c1=O)OCO3	10	23*	-7	-5	1	.	2.5	-2

# The list continues.
SMILES,FAS-TE inh,SKN-1 block,eLon inh,MT1-MMP act inh,Rin1 Abl inh,NRP1-CendR mod,Neddyl block,MsrA inhibitor,MsrA act
COc1ccc(NS(=O)(=O)c2ccc3c(c2)CCC(=O)N3)c(OC)c1,-1,-6,-1,-5,0,-16,i,.,-16
CN(Cc1ccccc1F)c1nc(-c2cccnc2)nc2ccccc12,18,-8,-9,-4,-2,-6,i,-0.1,-5
CCOc1ccc(C2/C(=C(\O)c3ccc4c(c3)OCCO4)C(=O)C(=O)N2Cc2cccnc2)cc1OCC (centres undefined),-5,17,2,-2,-1,-13,i,-0.3,-2
CCC(=O)N1CCN(c2ccc(NC(=O)c3ccco3)cc2)CC1,-7,-7,-7,0,3,-2,i,-1.1,-3
COc1ccc(Cl)cc1NC(=O)c1cnc2n(c1=O)CCS2,5,12,-4,-1,1,-8,i,0.2,-1
COc1ccc(NC(=O)c2csc3c2CCCC3)cc1,11,9,1,3,-1,15,i,.,-2
CC1(C)CC(=O)C2=C(C1)N(c1ccccc1)C(=O)C(C(=O)OCc1ccccc1)C2 (centres undefined),3,-13,-1,-1,3,-3,i,-0.1,-1

# Some entries already given, showing only Rin1 Abl inh:
smiles | Rin1 Abl inh
CCOc1ccc(C2/C(=C(\O)c3ccc4c(c3)OCCO4)C(=O)C(=O)N2Cc2cccnc2)cc1OCC (centres undefined) | -1
CCC(=O)N1CCN(c2ccc(NC(=O)c3ccco3)cc2)CC1 | 3
